Screens from PubChem.
MLL CXXC-DNA inh – inhibitors of human MLL CXXC domain-DNA interaction; 290,000 tested, 0.037% active; Potency, µM (top dose mostly 115 µM), for inactives: at the highest dose activity change, negative = inhibition, most hits filed as inhibitors; MLL-CXXC / FITC-HOXA9 DNA fluorescence polarization; Q03164; active = well fitted inhibition curve with a large enough effect in the polarisation, with a control signal flat, not every such curve was filed as active; inconclusive = small, poorly fitted or top-dose-only effect, or effect the other way, or a change in a side signal; inactive = no such curve, though single readings can be large or run the other way; the % refers to the polarisation; note: potency is the fitted concentration of half-maximal effect
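Purified MLL-CXXC (added from a 7 uM solution) was preincubated 5 min at ambient with pinned compounds in 50 mM Tris-HCl pH 7.5, 50 mM NaCl, 1 mM DTT, 0.05% BSA. Fluorescein-labeled HOX-A9 DNA (50 nM solution) followed, 30 min, then polarization read.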
B2AR arrestin – recruits beta-arrestin to the human beta2-adrenergic receptor; AID 492947; 330,000 tested, 0.02% active; Potency, µM (highest dose often 46.1 µM), without a hit: at the top dose activation, hits mostly activators; beta-arrestin recruitment to beta2AR, cell-based reporter; P07550;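 note: potency is the fitted concentration of half-maximal effect; 0% = DMSO controls and full agonism = EC100 isoproterenol or metaproterenol; nearly all actives have a fitted effect of over 65% in size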
TRPV1 agonist – agonists of human vanilloid receptor 1 (TRPV1) | activation, % at 8.33 µM | TRPV1-expressing cells, Fluo-8 calcium influx, agonist mode | Q8NER1 | 320,000 tested, 0.19% active; in the data active = activation above about 80%; inconclusive = between about 30% and that limit; note: 0% is about no effect
Target sequence (Q8NER1 whole entry, looked up): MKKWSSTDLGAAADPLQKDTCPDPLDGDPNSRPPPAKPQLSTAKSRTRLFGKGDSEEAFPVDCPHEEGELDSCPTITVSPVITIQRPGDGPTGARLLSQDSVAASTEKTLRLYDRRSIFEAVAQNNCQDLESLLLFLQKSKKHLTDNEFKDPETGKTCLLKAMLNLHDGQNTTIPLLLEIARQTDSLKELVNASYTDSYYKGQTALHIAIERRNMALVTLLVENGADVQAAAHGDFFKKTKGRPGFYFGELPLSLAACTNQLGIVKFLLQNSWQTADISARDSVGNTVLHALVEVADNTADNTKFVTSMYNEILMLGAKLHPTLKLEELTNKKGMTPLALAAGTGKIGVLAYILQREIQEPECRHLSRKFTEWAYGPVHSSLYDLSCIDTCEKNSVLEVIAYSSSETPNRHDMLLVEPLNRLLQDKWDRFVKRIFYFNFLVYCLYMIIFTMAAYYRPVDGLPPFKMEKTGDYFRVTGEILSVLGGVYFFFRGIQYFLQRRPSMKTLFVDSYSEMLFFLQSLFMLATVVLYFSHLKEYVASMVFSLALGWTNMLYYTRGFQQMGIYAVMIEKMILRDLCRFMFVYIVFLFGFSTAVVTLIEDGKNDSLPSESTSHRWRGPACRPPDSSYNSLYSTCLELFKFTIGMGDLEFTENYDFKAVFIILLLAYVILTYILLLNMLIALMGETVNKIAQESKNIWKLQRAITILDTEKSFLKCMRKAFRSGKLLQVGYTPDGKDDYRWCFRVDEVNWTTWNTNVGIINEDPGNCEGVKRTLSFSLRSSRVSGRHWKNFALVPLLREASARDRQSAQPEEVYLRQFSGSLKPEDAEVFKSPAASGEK
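Cells expressing TRPV1 were dye-loaded with Fluo-8 and read kinetically: 10 s baseline, 3 min after compound (agonist portion), then 2 min after EC20 capsaicin (allosteric enhancer portion). Calcium-bound dye fluorescence at 480/520 nm.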
USP2a inh – USP2a (human) protease inhibition; Potency, µM (titrated, usually from 38.3 µM), for the others: at the top dose activity change, negative = inhibition, hits mostly inhibitors; 330,000 tested, 0.01% active; AID 463254; USP2 core, Ub-CHOP2 coupled fluorogenic reporter, 485/531; O75604;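 note: potency is the fitted concentration of half-maximal effect; plate controls were DMSO wells for no effect and full inhibition by NEM control for full effect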
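Cell-free coupled assay: 10nM USP2 core preincubated 30min RT with compound in Tris-HCl pH 8.0/CaCl2/CHAPS buffer, then 25nM Ub-CHOP2 and 25nM reporter substrate; fluorescence (Ex 485/Em 531) read after 60min RT, normalized to NEM inhibition, concentration-response curves fitted.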
PKM2 activator – PKM2 (human) enzyme activation. purified PKM2, Kinase-Glo ATP luminescence, activation; response scale: 0% is enzyme alone, no compound. 260,000 tested, 0.34% active. Potency, µM (top dose mostly 57.5 µM), for inactives: at the top dose activation, actives largely listed as activators. P14618. AID 1631; note: potency is the fitted concentration of half-maximal effect; % is set by controls: 0 for no effect and ±100 for the full control effect; nearly all actives have a fitted effect of over 55% in size
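ATP formation by purified human PK-M2, quantified via coupled luciferase luminescence after 1 h at room temperature with 0.1 mM ADP and 0.5 mM PEP final.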
Giardia kill – kills Giardia lamblia | Giardia lamblia trophozoite viability | activity change, % at 7.66 µM, hits read low | 340,000 tested, 0.15% active; in the data active = activity change below about -80%; inconclusive = between about -30% and that limit;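 note: parasites exposed to compound for two days anaerobically before the ATP read; % is set by controls: 0 for no effect and ±100 for the full control effect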
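Trophozoites 100 cells/well + cpd; 48 hrs, 37 deg C, anaerobic. ATPLite 1-Step added, 15-30 min RT, luminescence read (ATP-based viability).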
FBPA coupling cs – counter-screen for Giardia aldolase inhibitors: coupling enzyme system; coupling enzyme system counterscreen, AmpLite Red fluorescence; activity change, negative = inhibition, % at 58.2 µM, hits read low; 290,000 tested, 0.67% active; in the data active = activity change below about -30%; note: % is set by controls: 0 for no effect and ±100 for the full control effect
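First, compound is pin-transferred into glyceraldehyde-3-phosphate coupling-enzyme reagent at 57.5 uM final and held 10 min at RT. Next, substrate, coupling system and AmpLite Red are added. After 20 min RT, fluorescence (525/598 nm) is read.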
hERG WT inh – KCNH2 (human, wildtype) channel inhibition; activity change, % at 1.84 µM; 340,000 tested, 0.37% active; Q12809; U2OS, BacMam KCNH2, thallium flux FluxOr; hits give low values;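 active = maximum activity change below -70%; inconclusive = maximum activity change between -70% and -50%; inactive = maximum activity change above -50%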; note: % is set by controls: 0 for no effect and ±100 for the full control effect
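U2OS cells were transduced with wild-type KCNH2 virus (2.03 x 10^8 / mL) for 4 h at room temperature, then cultured overnight at 37 C. Thallium flux was read with FluxOr dye. Rate constants were normalized to DMSO controls.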
GALK inhibitor – galactokinase (human) inhibition | Purified GALK, Kinase-Glo residual ATP luminescence | Potency, µM (doses to about 57.5 µM), for inactives: top-dose activity change, negative = inhibition, usual class: inhibitors | 270,000 tested, 0.007% active | AID 1868; note: potency is the fitted concentration of half-maximal effect; % is set by controls: 0 for no effect and ±100 for the full control effect
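Luminescence from leftover ATP (Ultra-Glo luciferase/luciferin) served as read-out after a 1 h room-temperature reaction of 5 nM GALK with 35 uM ATP and 100 uM galactose.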
KCNH2 3.1 block – inhibitors of human KCNH2 3.1 potassium channel isoform; U2OS KCNH2 3.1, thallium flux FluxOr; hits give low values; activity change, % (tested at about 1.8 µM); 340,000 tested, 0.95% active;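 active = maximum activity change below -70%; inconclusive = maximum activity change from -70% to -50%; inactive = maximum activity change above -50%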;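 note: thallium influx rate constant from kinetic fluorescence after stimulation buffer; % is set by controls: 0 for no effect and ±100 for the full control effect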
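Thallium flux via FluxOr fluorescence (Red40 quencher, 45 min loading) in U2OS cells virally expressing the KCNH2 3.1 isoform (1.77 x 10^8 /mL virus, overnight at 37 C). Rate constants from 2-min kinetic reads post-stimulation, normalised to positive and negative controls.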
Menin-MLL TR inh – menin-MLL binding inhibition, Texas Red mutant peptide. O00255. Menin + Texas Red MLL mutant peptide, fluorescence polarization. Potency, µM (doses to about 61.6 µM), without a hit: top-dose FP activity change, negative = inhibition, hits mostly inhibitors. 270,000 tested, 0.23% active; active = well fitted inhibition curve with a large enough effect in the polarisation, with a control signal flat, not every such curve was filed as active; inconclusive = small, poorly fitted or top-dose-only effect, or effect the other way, or a change in a side signal; inactive = no such curve, though single readings can be large or run the other way; the % refers to the polarisation; note: potency is the fitted concentration of half-maximal effect; % of control where 0% means no effect; many of its hits are not listed in these tables
The depositor's hits bear a star; [ ] = dose if it differs, or a comment. Unless noted, calls come from the whole dose curve; as a rule, active = well fitted curve in the direction sought with a large enough effect; inconclusive = small, poorly fitted or top-dose-only effect, or another doubt; inactive = no such curve, though single readings can be large; an effect the other way counts as inactive or inconclusive. Not all compounds are listed; count on the stated rates, not on these rows.

How did Fc1ccc(-c2csc(N3CCOCC3)n2)cc1 do in these assays?
MLL CXXC-DNA inh: 6%; B2AR arrestin: -0.7%; TRPV1 agonist: -3; USP2a inh: -1%; PKM2 activator: -2%; Giardia kill: 0; FBPA coupling cs: 4; hERG WT inh: 7; GALK inhibitor: 1%; KCNH2 3.1 block: -19

How did CCc1ccc(NC(=S)NCc2ccccc2)cc1 do in these assays?
MLL CXXC-DNA inh: -6%; B2AR arrestin: 0.3%; TRPV1 agonist: inconclusive; USP2a inh: -1%; PKM2 activator: -5%; Giardia kill: 0; FBPA coupling cs: 0; hERG WT inh: -6; GALK inhibitor: 4%; KCNH2 3.1 block: -16; Menin-MLL TR inh: -15%

How did CCN(CC)c1ccc(C(=O)OCC(=O)Nc2cc(C)on2)cc1 do in these assays?
B2AR arrestin: -0.8%; TRPV1 agonist: 4; USP2a inh: 1%; Giardia kill: -8; hERG WT inh: 15; KCNH2 3.1 block: -17

How did O=C(Cn1nnc(-c2ccc(CN3CCOCC3)cc2)n1)Nc1nc(-c2ccccc2)cs1 do in these assays?
MLL CXXC-DNA inh: 7%; B2AR arrestin: 0.5%; TRPV1 agonist: 1; USP2a inh: -2%; PKM2 activator: 2%; Giardia kill: 38[activator]; FBPA coupling cs: 5; hERG WT inh: 1; GALK inhibitor: 1%; KCNH2 3.1 block: -16; Menin-MLL TR inh: inconclusive

What do the screens show for `CC(=O)c1csc(COc2ccc(Cl)cc2)n1`?
MLL CXXC-DNA inh: 4%; B2AR arrestin: 0.4%; TRPV1 agonist: 7; USP2a inh: 3%; PKM2 activator: -2%; Giardia kill: -4; FBPA coupling cs: 1; hERG WT inh: 1; GALK inhibitor: 1%; KCNH2 3.1 block: 5

What do the screens show for `O=c1c2ccccc2ncn1CCOc1ccccc1[N+](=O)[O-]`?
MLL CXXC-DNA inh: -5%; B2AR arrestin: 0.0%; TRPV1 agonist: -2; USP2a inh: 1%; PKM2 activator: -2%; Giardia kill: 18; FBPA coupling cs: 4; hERG WT inh: 6; GALK inhibitor: 3%; KCNH2 3.1 block: 20; Menin-MLL TR inh: -1%

How did COc1cccc(OCCNc2ccc([N+](=O)[O-])cn2)c1 do in these assays?
B2AR arrestin: 0.1%; TRPV1 agonist: 24; USP2a inh: 0%; Giardia kill: 6; hERG WT inh: -7; KCNH2 3.1 block: -25

What do the screens show for `Cn1c(/C(C#N)=C(\O)CN2CCN(Cc3ccccc3)CC2)nc2ccccc21`?
MLL CXXC-DNA inh: -18%; B2AR arrestin: -0.5%; TRPV1 agonist: 3; USP2a inh: 3%; PKM2 activator: 0%; Giardia kill: 7; FBPA coupling cs: -1; hERG WT inh: 11; GALK inhibitor: 2%; KCNH2 3.1 block: -11; Menin-MLL TR inh: 2%

How did CCc1ccc(OCCOCC(O)CNC(C)CC)cc1 (stereo unspecified) do in these assays?
MLL CXXC-DNA inh: -5%; B2AR arrestin: -0.7%; TRPV1 agonist: 0; USP2a inh: 2%; PKM2 activator: 0%; Giardia kill: 6; FBPA coupling cs: 0; hERG WT inh: 2; GALK inhibitor: -2%; KCNH2 3.1 block: 1; Menin-MLL TR inh: -9%

Results for ON1C(c2ccccc2)CC2(O)c3nonc3CCC12 (stereo unspecified) ?
MLL CXXC-DNA inh: -6%; B2AR arrestin: -0.3%; TRPV1 agonist: -2; USP2a inh: 4%; PKM2 activator: 1%; Giardia kill: 12; FBPA coupling cs: 4; hERG WT inh: 1; GALK inhibitor: -1%; KCNH2 3.1 block: -2; Menin-MLL TR inh: -4%

How did Cc1cccc(C)c1NC(=O)CSc1nc(COc2ccccc2)nc2ccccc12 do in these assays?
MLL CXXC-DNA inh: 6%; B2AR arrestin: -0.6%; TRPV1 agonist: 12; USP2a inh: 0%; PKM2 activator: -2%; Giardia kill: 16; FBPA coupling cs: 0; hERG WT inh: 9; GALK inhibitor: 5%; KCNH2 3.1 block: 5; Menin-MLL TR inh: inconclusive

Results for CC(=O)C1=C(O)C(=O)N(CCNCCO)C1c1ccccc1 (stereo unspecified) ?
MLL CXXC-DNA inh: 0%; B2AR arrestin: -0.7%; TRPV1 agonist: -1; USP2a inh: 0%; PKM2 activator: -2%; Giardia kill: 7; FBPA coupling cs: 0; hERG WT inh: -6; GALK inhibitor: 2%; KCNH2 3.1 block: -6; Menin-MLL TR inh: 7%

What do the screens show for `C#CCOC(=O)CCC(=O)NCCc1ccccc1`?
MLL CXXC-DNA inh: 4%; B2AR arrestin: -0.6%; TRPV1 agonist: 7; USP2a inh: 3%; PKM2 activator: -1%; Giardia kill: 7; FBPA coupling cs: 1; hERG WT inh: -1; GALK inhibitor: 2%; KCNH2 3.1 block: 0; Menin-MLL TR inh: -1%

How did O=[N+]([O-])c1ccc(S(=O)(=O)Nc2nnc(C(F)(F)F)s2)cc1 do in these assays?
MLL CXXC-DNA inh: 4%; B2AR arrestin: -1.0%; TRPV1 agonist: 0; USP2a inh: 0%; PKM2 activator: -6%[11.5 µM]; Giardia kill: -16; FBPA coupling cs: 8; hERG WT inh: 11; GALK inhibitor: -3%; KCNH2 3.1 block: -8; Menin-MLL TR inh: inconclusive

How did CCn1c(NC(C)=O)c(-c2ccccc2Cl)c(=O)c2ccccc21 do in these assays?
MLL CXXC-DNA inh: 6%; B2AR arrestin: -0.3%; TRPV1 agonist: -8; USP2a inh: -1%; Giardia kill: -21; FBPA coupling cs: 3; hERG WT inh: -17; KCNH2 3.1 block: 6; Menin-MLL TR inh: -4%

How did O=C1CC(NS(=O)(=O)c2cccs2)CN1c1cccc(F)c1 (stereo unspecified) do in these assays?
B2AR arrestin: 0.1%; TRPV1 agonist: 2; USP2a inh: 2%; Giardia kill: 25; hERG WT inh: -19; KCNH2 3.1 block: 33

Results for COc1cc(NS(=O)(=O)c2ccc(NC(=O)Cc3ccccc3)cc2)nc(OC)n1 ?
MLL CXXC-DNA inh: 6%; B2AR arrestin: -1.3%; TRPV1 agonist: 0; USP2a inh: 0%; PKM2 activator: 2%; Giardia kill: -10; FBPA coupling cs: 5; hERG WT inh: 4; GALK inhibitor: 0%; KCNH2 3.1 block: 17; Menin-MLL TR inh: 2%

Results for CN1CCN(CCCC(=O)c2ccc(C3CCCC3)cc2)CC1 ?
MLL CXXC-DNA inh: 11%; B2AR arrestin: -0.3%; TRPV1 agonist: 0; USP2a inh: 2%; PKM2 activator: 2%; Giardia kill: 34[activator]; FBPA coupling cs: 1; hERG WT inh: 7; GALK inhibitor: 0%; KCNH2 3.1 block: -30; Menin-MLL TR inh: -13%

What do the screens show for `Cc1ccc(C)c(C(=O)COC(=O)c2n[nH]c3ccccc23)c1`?
B2AR arrestin: -0.6%; USP2a inh: -9%; Giardia kill: inconclusive; hERG WT inh: -6; KCNH2 3.1 block: -5

How did c1ccc2c(Nc3ccc(N4CCOCC4)cc3)nc(N3CCOCC3)nc2c1 do in these assays?
MLL CXXC-DNA inh: 24%; B2AR arrestin: -0.4%; TRPV1 agonist: -8; USP2a inh: -1%; PKM2 activator: 4%; Giardia kill: -10; FBPA coupling cs: 2; hERG WT inh: -12; GALK inhibitor: -1%; KCNH2 3.1 block: 3; Menin-MLL TR inh: -1%

How did CC(C)CC(=O)N1CC(C)N(C(=O)CC(C)C)CC1C (stereo unspecified) do in these assays?
MLL CXXC-DNA inh: 7%; B2AR arrestin: 0.0%; TRPV1 agonist: -3; USP2a inh: 2%; PKM2 activator: -1%; FBPA coupling cs: 2; GALK inhibitor: 0%; Menin-MLL TR inh: -1%

Results for CCN1CCN(C(c2ccccn2)c2c(NC(=O)c3ccccc3)sc(C)c2C)CC1 (stereo unspecified) ?
MLL CXXC-DNA inh: -12%; B2AR arrestin: 0.4%; TRPV1 agonist: 5; USP2a inh: 2%; PKM2 activator: -13%; Giardia kill: 18; FBPA coupling cs: 2; hERG WT inh: 43; GALK inhibitor: 3%; KCNH2 3.1 block: -8; Menin-MLL TR inh: -20%

What do the screens show for `CCOC(=O)CC1=CSC2=NS(=O)(=O)CCN12`?
MLL CXXC-DNA inh: 2%; B2AR arrestin: -1.1%; TRPV1 agonist: -1; USP2a inh: -1%; PKM2 activator: -7%; Giardia kill: -4; FBPA coupling cs: 0; hERG WT inh: 7; GALK inhibitor: 1%; KCNH2 3.1 block: 19; Menin-MLL TR inh: 1%

Results for COc1cccc(OCCCCCN2CCOCC2)c1 ?
MLL CXXC-DNA inh: -1%; B2AR arrestin: 0.0%; TRPV1 agonist: -1; USP2a inh: 1%; PKM2 activator: 1%; Giardia kill: -5; FBPA coupling cs: -2; hERG WT inh: 12; GALK inhibitor: 4%; KCNH2 3.1 block: 9; Menin-MLL TR inh: -10%

How did Cc1ccc2nc(SCC(=O)N3CCCC3)[nH]c2c1 do in these assays?
MLL CXXC-DNA inh: 21%; B2AR arrestin: -0.2%; TRPV1 agonist: -1; USP2a inh: 1%; PKM2 activator: -15%; Giardia kill: -8; FBPA coupling cs: -8; hERG WT inh: -10; GALK inhibitor: 4%; KCNH2 3.1 block: -7; Menin-MLL TR inh: 5%
